Compound activity (PubChem)
DAX1 inh-1: inhibitors of DAX1 repression of SF-1 activated StAR promoter; HEK293T StAR-luciferase reporter, SF-1/DAX-1 repression relief; hit rate 1.1% among 370,000; inhibition, % at 6.8 µM; AID 652010;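 active = inhibition above the mean over all tested compounds plus 3 SD, cut at about 3.6% in these data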;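 note: 0% = DAX-1 cells with DMSO and 100% = cells lacking DAX-1 with DMSO; higher inhibition means more luminescence from relief of DAX-1 repression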
ADAM10 inh: inhibitors of human ADAM10 | O14672 | recombinant ADAM10, EDANS/DABCYL FRET peptide cleavage, 3 h | inhibition, % at 7 µM | hit rate 0.62% among 370,000 | AID 720582;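 active = inhibition above a per-campaign cutoff equal to the mean of compounds falling between control-based bounds plus 3 SD, cut at about 20% in these data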;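 note: 0% = DMSO wells while the 100% control is not disclosed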
ssDAF12 agonist: activates DAF-12 receptor from parasite S. stercoralis; hit rate 1% among 370,000; HEK293 ssDAF-12/GRIP1 lit1-tk-luc reporter, luminescence; % of 3 µM dafachronic acid response; AID 652126; activation, % at 6.8 µM;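 active = activation above the mean over all tested compounds plus 3 SD, cut at about 0.9% in these data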;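 note: 0% = DMSO-only wells and 100% = 3 µM delta7-dafachronic acid wells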
GAA850 FXN act: activators of GAA850 frataxin (FXN) promoter; AID 540364; HEK293 lucGAA850 FXN promoter luciferase reporter, 24 h; percent of 10 µM SAHA response; hit rate 0.56% among 360,000; activation, % at 6 µM;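 active = activation above the average of all compounds screened plus 3 SD, cutoff fixed separately per campaign, cut at about 7.5% in these data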;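 note: 0% = DMSO wells and 100% = 10 µM SAHA wells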
ADAM17 inh: inhibitors of human ADAM17 | hit rate 0.83% among 370,000 | P78536 | inhibition, % at 6.95 µM | AID 720648 | recombinant ADAM17, EDANS/DABCYL FRET peptide cleavage;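 active = inhibition above the mean of compounds lying between control limits plus 3 SD, set per campaign, cut at about 8.5% in these data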;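 note: 0% = DMSO-only wells as the low control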
Target sequence (P78536 215-824 limits assumed): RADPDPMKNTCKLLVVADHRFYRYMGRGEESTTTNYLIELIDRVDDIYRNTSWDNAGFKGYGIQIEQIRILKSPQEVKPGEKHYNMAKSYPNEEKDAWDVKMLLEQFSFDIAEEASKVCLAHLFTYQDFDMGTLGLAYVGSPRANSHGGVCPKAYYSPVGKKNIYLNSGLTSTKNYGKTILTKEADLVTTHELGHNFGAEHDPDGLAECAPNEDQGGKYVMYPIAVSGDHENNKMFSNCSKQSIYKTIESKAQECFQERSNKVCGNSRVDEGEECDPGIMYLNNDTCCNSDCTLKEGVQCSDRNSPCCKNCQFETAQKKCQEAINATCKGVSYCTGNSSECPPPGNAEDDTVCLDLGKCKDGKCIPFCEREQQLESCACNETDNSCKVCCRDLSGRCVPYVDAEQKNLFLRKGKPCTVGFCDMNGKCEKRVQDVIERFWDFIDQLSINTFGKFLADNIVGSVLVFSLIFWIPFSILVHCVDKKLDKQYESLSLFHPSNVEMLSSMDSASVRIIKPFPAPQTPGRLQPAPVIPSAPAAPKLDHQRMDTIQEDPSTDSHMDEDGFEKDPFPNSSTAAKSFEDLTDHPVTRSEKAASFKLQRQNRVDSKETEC
DAX1 inh-2: inhibits human nuclear receptor DAX1 | P51843 | HEK293 Gal4-DAX1 luciferase reporter, luminescence | inhibition, % at 6.75 µM | hit rate 0.99% among 340,000 | AID 504766;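 active = inhibition above the mean over all tested compounds plus 3 SD, cut at about 4.2% in these data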;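 note: 0% = DAX1-transfected cells with DMSO and 100% = empty-vector control cells with DMSO; inhibition shows as a rise in luminescence from relieved DAX1 repression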
Target sequence (P51843 207-470 limits assumed): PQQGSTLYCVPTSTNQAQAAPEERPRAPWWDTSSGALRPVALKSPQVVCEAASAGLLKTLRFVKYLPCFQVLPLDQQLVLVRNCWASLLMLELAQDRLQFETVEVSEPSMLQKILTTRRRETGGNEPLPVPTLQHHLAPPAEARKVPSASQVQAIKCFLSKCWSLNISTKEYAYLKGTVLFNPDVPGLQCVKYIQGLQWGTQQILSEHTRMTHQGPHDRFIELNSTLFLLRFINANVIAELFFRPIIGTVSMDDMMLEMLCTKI
hcDAF-12 act: activates DAF-12 receptor from parasite H. contortus; HEK293 hcDAF-12 lit1-tk-luc reporter, luminescence; 0% DMSO, 100% Δ7-dafachronic acid; activation, % at 6.8 µM; AID 652067; hit rate 1.4% among 370,000;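 active = activation above the mean of all tested compounds plus 3 SD, cut at about 5.5% in these data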;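 note: 100% = response to 3 µM Δ7-dafachronic acid high control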
hgDAF-12 ag: hgDAF-12 agonism, primary luciferase screen. HEK293 GAL4-hgDAF12 UAS-luciferase reporter, agonist luminescence; normalized to butyrate control. activation, % at 6.8 µM. hit rate 1.8% among 370,000;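 active = activation above a cutoff set at the mean of all screened compounds plus 3 SD, cut at about 10% in these data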;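 note: 0% = DMSO wells and 100% = sodium butyrate wells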
NPR1 activator: GC-A (human) enzyme activation; hit rate 0.14% among 370,000; activation, % at 10 µM; P16066; HEK293 GC-A cells, cGMP TR-FRET, EC30 ANP; 0% at EC30 ANP, 100% saturating ANP; AID 1671463; in the data active = activation above about 40%
PG9 binder: binds the HIV-1 gp120 antibody PG9 | hit rate 0.43% among 360,000 | TR-FRET gp120-PG9 antibody binding | inhibition, % at 6.7 µM; in the data active = inhibition above about 8.5%
SMARCA2 activ: increases SMARCA2 function in MMTV reporter cells; activation, % at 9.1 µM; hit rate 1% among 370,000; MG213 cells, MMTV-luciferase reporter, dexamethasone, overnight; in the data active = activation above about 7.8%;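 note: 0% = vehicle wells and 100% = reference activator wells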
* marks the source's active call; other numbers are inactive results; i = inactive; x = not tested or not shown. The order is random, and some 6.8% of all compounds hit somewhere here.

SMILES	DAX1 inh-1	ADAM10 inh	ssDAF12 agonist	GAA850 FXN act	ADAM17 inh	DAX1 inh-2	hcDAF-12 act	hgDAF-12 ag	NPR1 activator	PG9 binder	SMARCA2 activ
COC(CNC(=O)c1ccc(N2CCC3(CC2)OCCO3)c([N+](=O)[O-])c1)OC	-0.2	-3.1	-1.6	0.5	3.3	2.4	1.8	-1.5	3.3	-1.0	-2.3
COc1ccccc1-n1cnnc1SCC(=O)c1cc(C)n(Cc2cccs2)c1C	-0.4	7.3	-1.0	-0.3	1.4	2.2	-1.4	-1.8	0.6	-1.6	5.7
O=C(NCc1cccnc1)c1nc(-c2cccs2)no1	0.1	-1.3	-1.4	1.8	0.9	0.4	6.0*	4.8	0.6	-1.7	2.2
CC(C)NCC(O)Cn1c2c(c3ccccc31)CCc1c-2cnn1-c1ccccc1 (stereo not given)	-2.4	-404.7	-0.4	-7.3	-150.9	-2.2	-1.6	-6.5	-12.9	-18.3	2.3
COc1ccc(C(=O)NCc2ccccc2OC)c(OC)c1	0.9	2.0	-1.7	-1.5	1.7	-0.8	-1.2	2.2	2.6	-2.7	-1.1
Cc1ccc(NC(=O)CCn2c(=S)oc3ccccc32)cc1	-0.1	-12.4	-0.7	0.3	-0.8	1.0	-0.3	-1.5	-1.8	0.1	-2.2
COc1ccc(N(CC(=O)NCc2ccccc2OC)S(=O)(=O)c2ccc(C)cc2)cc1Cl	0.2	18.6	-1.0	-3.5	-0.3	0.2	0.3	-1.8	-7.7	-1.2	-2.5
CC(=O)Nc1ccc(NC(=O)CC2Nc3cccc4cccc(c34)NC2=O)cc1 (stereo not given)	0.4	-27.1	-0.8	-1.5	-6.1	0.8	-0.5	-0.9	-7.7	-12.3	-3.0
C[C@@H]1O[C@H](C2CCCC2)CC2=C1C(=O)OC(C)(C)O2	-0.5	-4.5	-1.3	x	-6.5	x	-1.4	0.8	7.1	-0.1	3.9
CC(C)N1CCN(Cc2cc(F)ccc2-n2cccn2)CC1CCO (stereo not given)	-0.3	-9.2	-1.1	0.8	-2.0	0.8	1.7	0.0	-3.1	-0.7	-4.0
Cc1ccc(S(=O)(=O)NNC(=O)C2CCN(S(=O)(=O)c3ccc(C)cc3)CC2)cc1	-0.6	2.5	-0.7	-0.5	-5.4	0.4	-1.3	-0.3	-0.1	1.8	-1.8
O=C(NO)c1ccccc1C(F)(F)F	0.1	-7.9	-0.3	-1.2	-7.2	1.2	-1.9	0.3	0.9	1.0	-1.7
COC(=O)CN1C(=O)[C@@H]2[C@H](C1=O)[C@@H]1CC(C(=O)OC)=C[C@@H](C(=O)OC)[C@@H]3C1=C(C(=O)[C@]3(C)NC(=O)c1ccccc1)[C@@H]2C	0.2	5.7	-1.5	1.7	3.1	1.4	0.4	0.5	1.8	-2.4	1.3
Cc1nc2c(Cl)cc(Cl)cc2[nH]1	-0.3	-6.5	-1.6	2.0	-1.4	-0.6	-0.3	0.9	1.5	0.6	0.0
COc1cccc(CC(=O)NC2CCCN(Cc3ccccc3F)C2)c1 (stereo not given)	0.3	-5.6	-1.1	-0.3	-4.8	-2.0	-2.4	-1.2	0.6	0.2	-1.3
CCCN1C(=O)c2n[nH]c(C)c2C1c1ccc2c(c1)OCO2 (stereo not given)	1.0	-1.8	-0.4	x	-5.6	x	0.2	-0.7	0.2	0.3	-4.2
CCCC(=O)Nc1nc(C)c(C(C)=O)s1	-0.2	7.5	-1.3	-0.8	2.6	0.9	-1.5	-0.7	8.8	32.0*	-2.2
COc1ccccc1CNC(=O)c1sccc1C	0.4	-8.6	-0.7	0.6	-5.1	-1.6	-1.6	0.4	-2.4	-0.2	-3.8
OC1CCN(Cc2cccc3ccccc23)CC1	-0.5	4.9	-1.0	2.6	-0.7	5.0*	-1.0	1.5	3.7	0.4	-1.6
Cc1ccccc1CC(=O)NCc1cccnc1	0.5	2.8	-0.9	0.6	3.3	2.2	0.3	0.7	3.0	-0.2	-3.1
O=C(CCc1ccccc1)N=C1SC2CS(=O)(=O)CC2N1c1ccc(F)cc1 (stereo not given)	0.2	2.5	-0.5	-0.8	1.6	-0.1	-0.9	-1.1	-5.2	-1.1	0.1
CC1Cc2ccccc2N1C(=O)Cn1nc(C(=O)O)c2ccccc2c1=O (stereo not given)	0.2	-0.4	-1.0	-0.5	-4.6	-0.2	-1.4	1.4	11.9	-0.2	0.1
CCc1cccc(C)c1NC(=O)CN(C)C1=NS(=O)(=O)c2ccccc21	1.8	-16.6	-0.8	1.2	5.0	1.0	-0.6	-2.4	-4.5	2.1	-2.0
COc1cccc(C(=O)Nc2cc3c(cc2N2CCOCC2)n(C)c(=O)n3C)c1	0.8	-10.9	-0.7	-1.2	-1.5	0.3	0.1	0.4	1.1	0.8	-0.2
COc1cccc(CC2(CO)CCN(Cc3cccn3-c3cccnc3)CC2)c1	0.3	-2.2	-1.1	-1.6	-3.8	-0.6	-0.8	-0.3	-6.7	-1.7	-2.1

Copied from the entries so far, 7 compounds:
SMILES	DAX1 inh-1	ADAM10 inh	ssDAF12 agonist	GAA850 FXN act	ADAM17 inh	DAX1 inh-2	hcDAF-12 act	hgDAF-12 ag	NPR1 activator	PG9 binder	SMARCA2 activ
OC1CCN(Cc2cccc3ccccc23)CC1	-0.5	4.9	-1.0	2.6	-0.7	5.0*	-1.0	1.5	3.7	0.4	-1.6
Cc1ccccc1CC(=O)NCc1cccnc1	0.5	2.8	-0.9	0.6	3.3	2.2	0.3	0.7	3.0	-0.2	-3.1
O=C(CCc1ccccc1)N=C1SC2CS(=O)(=O)CC2N1c1ccc(F)cc1 (stereo not given)	0.2	2.5	-0.5	-0.8	1.6	-0.1	-0.9	-1.1	-5.2	-1.1	0.1
CC1Cc2ccccc2N1C(=O)Cn1nc(C(=O)O)c2ccccc2c1=O (stereo not given)	0.2	-0.4	-1.0	-0.5	-4.6	-0.2	-1.4	1.4	11.9	-0.2	0.1
CCc1cccc(C)c1NC(=O)CN(C)C1=NS(=O)(=O)c2ccccc21	1.8	-16.6	-0.8	1.2	5.0	1.0	-0.6	-2.4	-4.5	2.1	-2.0
COc1cccc(C(=O)Nc2cc3c(cc2N2CCOCC2)n(C)c(=O)n3C)c1	0.8	-10.9	-0.7	-1.2	-1.5	0.3	0.1	0.4	1.1	0.8	-0.2
COc1cccc(CC2(CO)CCN(Cc3cccn3-c3cccnc3)CC2)c1	0.3	-2.2	-1.1	-1.6	-3.8	-0.6	-0.8	-0.3	-6.7	-1.7	-2.1

(next part)
SMILES	DAX1 inh-1	ADAM10 inh	ssDAF12 agonist	GAA850 FXN act	ADAM17 inh	DAX1 inh-2	hcDAF-12 act	hgDAF-12 ag	NPR1 activator	PG9 binder	SMARCA2 activ
O=C(CCCN1C(=O)CCC1=O)Nc1ccc2c(c1)OCO2	0.5	3.9	-0.7	-0.3	-5.0	0.4	0.5	0.1	2.7	-0.8	0.9
CN(C)CCN1C(=O)CCC2(C)C1=CCC1C2CCC2(C)C1CCC2(C)O (stereo not given)	1.1	-8.9	-1.2	1.1	-2.0	0.4	0.6	3.7	4.4	0.2	-1.6
Cn1nc(C(F)(F)F)c2cc(C(=O)NC3CC3)sc21	0.1	-1.0	-1.3	-1.3	-5.8	1.3	-2.9	0.3	7.7	-0.3	-1.4
CN(CC(=O)Nc1ccc(F)cc1)C(=O)c1cc(-c2ccco2)nc2ccccc12	-2.4	i	-1.2	1.0	-372.7	-0.6	-1.6	-2.5	0.9	1.5	1.1
COc1c(C)cccc1C(=O)Nc1ccc(N2CCOCC2)c(Cl)c1	3.2	6.0	0.7	4.5	-2.5	1.6	4.0	21.2*	5.5	0.9	8.5*
Cc1cccc(C(C#N)c2nc3ccccc3nc2C(F)(F)F)c1 (stereo not given)	-0.3	17.9	-1.7	0.7	8.7*	-0.8	-2.1	-1.7	-5.1	-2.3	-1.9
CCC(C(=O)OCC(=O)N(CCOC)c1c(N)n(Cc2ccccc2)c(=O)[nH]c1=O)c1ccccc1 (stereo not given)	1.0	3.5	-1.0	-3.3	-1.4	0.8	-1.1	1.8	2.7	0.0	0.2
CN(Cc1cccnc1)Cc1cn(C)nc1-c1ccc(Oc2ccccc2)cc1	-1.5	-1.9	-2.1	2.0	2.7	2.6	-2.0	-0.7	-1.4	-1.0	3.0
CCc1nc(C)cn1S(=O)(=O)c1cc([N+](=O)[O-])ccc1Cl	-0.3	-0.4	-1.4	2.6	-0.8	-0.4	-1.1	1.2	-0.6	-0.3	5.0
COc1ccc2c(C)cc(=O)[nH]c2c1	0.0	-9.6	-0.6	-2.1	-4.8	-0.5	-0.5	-0.5	2.4	1.2	-1.5
CCCCNc1c(-c2cccnc2)nc2nc(C)cc(C)n12	-1.7	-84.1	-0.2	x	-24.6	x	-0.5	0.2	-0.1	-1.2	-1.1
CC(Oc1cccc(F)c1)C(=O)/C=C\N(C)C (stereo not given)	-0.1	11.9	-1.8	-0.9	5.6	0.4	-0.9	1.1	2.7	-3.7	-3.3
C/C(=N\OC(=O)c1ccc(Cl)c(Cl)c1)c1sc(C)nc1C	0.6	3.4	-1.4	1.0	-1.3	1.2	-1.1	-0.6	7.2	-1.8	2.5
Cc1[nH]c2ccccc2c1C(=O)C(=O)N1CCN(c2ccccc2F)CC1	0.1	12.9	-0.6	0.3	2.8	-0.1	-1.0	-1.1	-5.8	-2.0	-5.4
CCOC(=O)c1nn(-c2ccc(OCC)cc2)c2nc(-c3cccc(OC)c3)c(C#N)c(=O)n12	0.1	-4.6	-0.5	-1.2	0.1	0.5	0.1	0.3	7.5	-0.5	-1.2
N#Cc1cnc(NCc2ccc(Cl)cc2Cl)nc1	-0.3	-0.9	-1.4	2.7	-6.1	0.6	-0.5	-1.0	6.3	-1.5	-1.4
COc1cc(/C=N/n2nnnc2N)cc(Cl)c1OC	0.7	-5.2	-1.2	1.1	-26.7	1.6	-0.4	-0.8	-4.5	-1.2	-4.0
C=CCSc1nc(C)c(Cc2cccc3ccccc23)c(=O)[nH]1	0.6	3.0	-0.5	3.1	-0.6	0.0	-0.5	-4.2	-4.9	-2.1	-6.5
Cc1ccccc1NC(=S)N(CCCN1CCCCC1)Cc1ccco1	0.1	5.5	-1.2	-1.1	2.6	-0.9	0.3	-2.0	-11.5	-0.2	1.2
CC(=O)N1c2ccccc2[C@H](C)[C@H]1C	-0.4	-4.1	-0.9	0.1	-5.5	1.4	-1.8	-0.5	3.1	0.9	0.3
CC(=O)NNc1nc(-c2ccccc2)c2cc(Cl)ccc2n1	0.0	-20.7	-0.9	-0.4	-5.3	2.1	0.4	-0.4	-2.2	0.2	-1.7
COC(=O)c1nn(-c2ccccc2)c(Sc2ccc(Cl)cc2)c1/C=N/O	-0.7	6.6	-1.7	0.1	3.9	1.2	-1.5	-0.1	16.5	1.4	-0.4
